# Cdc42 wt GTP – modulators (inhibitors or activators) of GTP binding to human Cdc42 wildtype; actives 0.2% (n = 190,000); GST-Cdc42 beads, Bodipy-GTP binding, flow cytometry; actives lie on both sides; AID 761; percent activity (GTP binding), % at 10 µM;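 active = percent activity GTP binding at least 20 points away from the 100% baseline, either down as inhibitor or up as activator; inconclusive = compound flagged as likely green fluorescent from well-wide comparison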;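 note: median bead fluorescence of bound Bodipy-FL-GTP at 100 nM; 0% = excess unlabeled GTP control and 100% = no compound control; below 100% means less GTP binding so inhibitor and above means activator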
# Target sequence (P60953 whole entry, looked up): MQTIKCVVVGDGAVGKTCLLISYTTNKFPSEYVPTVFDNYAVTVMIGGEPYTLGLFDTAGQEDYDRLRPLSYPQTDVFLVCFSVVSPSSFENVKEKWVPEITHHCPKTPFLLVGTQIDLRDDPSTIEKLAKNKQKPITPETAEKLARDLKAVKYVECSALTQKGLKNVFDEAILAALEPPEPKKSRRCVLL
# Rac1 wt modul – human Rac1 wildtype GTP binding, inhibitors and activators; P63000; GST-Rac1 beads, fluorescent GTP binding, flow cytometry; actives lie on both sides; 0 = cold GTP competed, 100 = untreated; GTP binding activity (% of control), % at 10 µM; actives 0.27% (n = 190,000); AID 757;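 active = GTP binding activity at least 20 points away from the 100% control level, either lower or higher; inconclusive = compound flagged as likely green fluorescent, judged across all proteins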
# Bim-Mcl-1 – human Bim-Mcl-1 interaction inhibition; Q07820; Bead-based flow cytometry, Bim peptide-Mcl-1 binding; inhibition, % at 10 µM; actives 0.1% (n = 190,000); AID 1009; in the data active = inhibition above about 40%;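 note: 0% = no compound tracer wells and 100% = peptide blocker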
# Target sequence (Q07820 whole entry, looked up): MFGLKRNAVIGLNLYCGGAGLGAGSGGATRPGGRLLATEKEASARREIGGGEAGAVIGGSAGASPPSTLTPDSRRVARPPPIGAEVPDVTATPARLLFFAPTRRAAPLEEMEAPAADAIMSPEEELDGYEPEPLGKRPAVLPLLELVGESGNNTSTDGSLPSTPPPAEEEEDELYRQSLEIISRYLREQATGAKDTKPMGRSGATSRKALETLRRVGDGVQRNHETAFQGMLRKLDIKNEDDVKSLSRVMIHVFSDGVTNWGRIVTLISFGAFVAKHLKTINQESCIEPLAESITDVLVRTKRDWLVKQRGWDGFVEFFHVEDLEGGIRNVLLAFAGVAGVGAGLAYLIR
# Avidin fluor – avidin bead compound fluorescence profile; fluorescence (KMESF) at 10 µM; Avidin beads, compound fluorescence 488/530 nm, flow cytometry; stronger effect = higher value; actives 0.38% (n = 220,000); in the data active = fluorescence above about 47; note: inactives centre near 10
# Rac1 mut GTP – human Rac1 activated mutant GTP binding change; percent activity (GTP binding), % at 10 µM; P63000; GST-Rac1 activated beads, fluorescent GTP binding, flow cytometry; actives lie on both sides; 100% means binding = to untreated wells; actives 0.11% (n = 190,000); AID 764;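 active = GTP binding at least 20 percentage points away from the 100% baseline, in either direction, so actives lie on both sides; inconclusive = Compound likely fluorescent itself, or too few beads counted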
# Mcl1 Noxa PPI – Mcl-1/Noxa interaction inhibition | TR-FRET Mcl-1/Noxa peptide binding, 2 h | AID 1022 | actives 1.5% (n = 220,000) | inhibition, % at 21.7 µM | Q07820;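 active = compounds that cut the protein-peptide binding signal by more than 50% relative to plate controls in a single-dose test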;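 note: His-tagged Mcl-1 with rhodamine Noxa BH3 peptide and terbium anti-His antibody; 0% = Mcl-1 plus Noxa peptide wells and 100% = peptide-only wells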
# Pf gamet viab – inhibitors of late stage P. falciparum gametocyte viability; P. falciparum stage V gametocytes, ATP luminescence, 24 h; inhibition, % at 10.9 µM; actives 0.065% (n = 150,000);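 active = inhibition above the mean plus 3 SD of compounds within the control limits, set per campaign, cut at about 38% in these data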;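 note: 0% = DMSO wells and 100% = medium only without gametocytes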
# Rab7 wt GTP bind – dog Rab7 wildtype GTP binding, inhibitors and activators; GTP binding activity (percent of control), % at 10 µM; actives 0.055% (n = 190,000); GST-Rab7 beads, fluorescent GTP binding, flow cytometry; actives lie on both sides; untreated = 100%, excess cold GTP = 0%; AID 758;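 active = fluorescent GTP binding to Rab7 beads changed by at least 20 points from the 100% baseline, either direction, mostly lower; inconclusive = compound itself probably fluorescent, or too few beads counted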;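 note: median green fluorescence of bound Bodipy-FL-GTP per Rab7 bead population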
# Mcl1-Bid inh – Mcl-1/Bid interaction inhibition; Q07820; TR-FRET Mcl-1/Bid-Dy647 peptide binding, 1536-well; inhibition, % at 21.7 µM; actives 0.97% (n = 220,000); AID 1021;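 active = compounds that cut the binding signal by more than half at the single screening dose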;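 note: His-tagged Mcl-1 with europium anti-His antibody binding Bid BH3 peptide; 0% = Mcl-1 plus peptide wells and 100% = peptide-only wells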
# Rab2A wt mod – changes GTP binding to wildtype dog Rab2A, up or down; GST-Rab2 wt beads, Bodipy-GTP binding, flow cytometry; actives 0.19% (n = 190,000); GTP binding activity, % at 10 µM;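 active = GTP binding activity at least 20 points away from 100%, either lowered or raised; inconclusive = signal likely due to the compound's own green fluorescence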;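 note: 0% = beads with excess unlabeled GTP and 100% = no-compound control corrected for plate trend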
# HRas wt GTP bind – human HRas wildtype GTP binding, change in either direction; P01112; GST-Ras wt beads, Bodipy-FL-GTP binding, flow cytometry; actives lie on both sides; GTP binding activity, % at 10 µM; actives 0.14% (n = 190,000); AID 759;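 active = GTP binding activity at least 20% away from the 100% baseline, either lowered as inhibitor or raised as activator; inconclusive = flagged as likely green fluorescent, judged across all proteins in the well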;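 note: 0% = unlabeled GTP competition control and 100% = no-compound control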
# Target sequence (P01112 whole entry, looked up): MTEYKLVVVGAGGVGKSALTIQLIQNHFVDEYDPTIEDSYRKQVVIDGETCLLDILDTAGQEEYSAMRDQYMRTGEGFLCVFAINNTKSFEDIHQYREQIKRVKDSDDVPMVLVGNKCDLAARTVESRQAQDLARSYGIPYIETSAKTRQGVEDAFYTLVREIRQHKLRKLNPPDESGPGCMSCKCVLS
# * marks the source's active call; other numbers are inactive results; ? = inconclusive; · = not tested or not shown.
smiles,Cdc42 wt GTP,Rac1 wt modul,Bim-Mcl-1,Avidin fluor,Rac1 mut GTP,Mcl1 Noxa PPI,Pf gamet viab,Rab7 wt GTP bind,Mcl1-Bid inh,Rab2A wt mod,HRas wt GTP bind
Cc1c(C)c2c(C)nn(-c3ccccc3)c2[nH]c1=O,94,96,-2,15,96,6,-21,92,-24,96,96
COCCNC(=O)CSc1nc2nn(-c3ccccc3)c(=O)c-2c2n1CCCCC2,98,97,1,7,94,15,·,95,4,95,94
Cc1ccc(S(=O)(=O)C2(C(=O)Nc3ccc(F)cc3)CC2)cc1,103,107,1,31,100,2,-31,96,-9,101,100
CC(CCc1ccccc1)NC(=S)NC1CCCCC1 (configuration not stated),95,99,0,9,96,19,-38,95,-7,97,98
Cn1cc(C=C2C(=O)CC(C)(C)CC2=O)c2ccccc21,31*,33*,0,10,34*,18,-1,20*,-19,32*,38*
COc1ccc(/C=c2/sc3n(c2=O)NC2(c4ccccc4)N(C)C(=O)N(C)C2(c2ccccc2)N=3)cc1 (configuration not stated),100,97,0,10,95,10,0,97,6,95,98
O=C(c1ccc(-c2ccccc2)cc1)C1CCCN(Cc2ccncc2)C1 (configuration not stated),96,100,0,10,95,7,4,97,-10,95,98
O=C(NC1C/C(=N/O)c2cc3c(cc21)OCO3)C(F)(F)F (configuration not stated),97,100,-2,9,95,15,9,105,-12,98,97
C=CCSc1nc2ccccc2n1C(=O)/C=C/c1cc(OC)c(OC)c(OC)c1,97,105,0,9,96,15,·,102,7,100,97
COc1ccc(OC)c(NC(=O)CCN2CCN(c3ccccc3F)CC2)c1,100,103,-12,6,100,-9,·,97,-62,100,99
COc1ccc(CCNC(=O)CCSc2nc(-c3ccco3)cc(C(F)(F)F)n2)cc1,102,103,2,8,98,-4,·,102,10,100,100
Cn1cc(CN2CCC(N3CCNC(=O)CC3)CC2)c(-c2ccccc2F)n1,97,96,-3,11,96,-17,-7,98,-31,97,95
CC(C)c1onc(C(=O)NCc2ccccc2)c1[N+](=O)[O-],94,101,-4,2,99,-3,19,97,11,99,102
O=Cc1cn(CC(=O)N2CCc3ccccc32)c2ccccc12,97,100,0,23,97,13,·,107,-18,99,100
Cc1cccc2cc3c(N)c(C(=O)Nc4ccc(N5CCOCC5)cc4)sc3nc12,99,102,0,9,98,3,·,93,-22,95,95
CCCNC(=O)COC(=O)c1ccccc1OCc1ccc(Cl)cc1,96,97,-1,10,96,11,·,96,-5,95,98
Cc1cc(C)c2c(C)c(C(=O)NCc3ccc(S(N)(=O)=O)cc3)oc2c1,94,99,0,9,97,-65,11,97,-35,96,95
COC(=O)/C(=N/Nc1ccccc1)N1CCCc2ccccc21,101,101,-2,13,98,19,-10,102,95*,99,100
O=C(Cc1ccccc1)NC1c2ccccc2-c2ccccc21,103,102,9,10,98,16,1,98,-3,99,99
Cc1nc2cc(-c3ccccc3)ccc2o1,97,98,-6,4,95,-7,17,94,-17,95,96
CCOc1ccc(-c2nnn(CC(=O)N3CCCC(C)C3)n2)cc1 (configuration not stated),98,98,0,10,96,-6,·,98,-8,96,97
Cc1nc(N2CCc3ccccc3C2)[nH]c(=O)c1Cc1ccccc1,92,92,-1,11,92,18,·,99,-27,96,93
COc1ccc2cc(C(=O)N/N=C/c3sc4ccccc4c3O)ccc2c1,96,96,0,7,94,37,-5,95,-51,95,96
COc1ccc2c(C=O)c[nH]c2c1,100,103,-2,10,101,7,-5,96,-25,98,98
Cc1ccc(NC(=O)C2=C(O)c3sccc3N(C)S2(=O)=O)cc1,94,93,0,30,91,17,·,96,-5,94,95
Nc1ncc2c(n1)CC(c1ccco1)CC2=O (configuration not stated),100,107,-2,15,99,-1,0,99,-8,101,100
CCCc1nnc(NC(=O)Cn2cnc3ccccc3c2=O)s1,105,102,-3,7,101,9,·,97,1,105,103
Cc1ccc(C(c2nnnn2C(C)(C)C)N2CCN(C3CCCC3)CC2)cc1 (configuration not stated),102,110,-1,9,103,18,-16,103,-17,105,102
C=CCn1cnc2c(NCc3ccccc3)ncnc21,99,101,-3,23,100,9,·,97,-33,99,97
Cc1ccc(C(=O)N2CCN(c3ncccn3)CC2)o1,?,?,-3,6,?,13,·,?,-23,?,?
C#CCOCCOCCOCCNc1nc(N2CCN(C(=O)Cn3cc(CCO)nn3)CC2)nc(N2CCN(C(=O)[C@H]([C@@H](C)O)n3cc(CCCCN)nn3)CC2)n1,101,103,0,12,102,33,0,104,42,101,104
Cc1cc(C)nc(-n2ncc3c2CCCC3=O)n1,98,99,1,10,97,-3,26,99,-10,97,99
O=C(NCCN1CCOCC1)C1CC(=O)N(c2ccc(F)c(Cl)c2)C1 (configuration not stated),102,106,-1,7,100,1,·,103,-15,103,104
CCOC(=O)c1oc2cccc(O)c2c1C,98,98,-2,15,95,43,-6,105,-53,101,101
Cc1nnc(SCC(=O)NC2CCCCC2)s1,99,99,0,8,92,-8,8,96,-28,98,98
O=C(COC(=O)c1ccc[nH]c1=O)NC1CCCCCCC1,94,96,-3,20,95,14,-19,103,7,99,96
COc1ccc(/C=C2\N=C3CCCCCN3C2=O)cc1,99,99,0,11,95,13,·,102,-41,100,97
C/C(=N\NC(=O)CNc1cccc2ccccc12)c1ccccc1,97,97,-2,8,93,20,2,103,-55,99,97
O=S(=O)(/N=C(/Nc1ccc(Cl)c(S(=O)(=O)Nc2ccccc2Cl)c1)c1ccc(F)cc1)c1ccccc1,95,98,2,8,87,9,-6,109,-6,97,99
CN(C(=O)COC(=O)c1cc(-c2ccc(Cl)s2)nc2ccccc12)C1CCS(=O)(=O)C1 (configuration not stated),97,99,1,5,95,5,·,104,-19,98,95
COc1ccc(-n2c(SCC(=O)N3CCN(c4ccccc4)CC3)nc3c(c2=O)SCC3)cc1,102,105,-3,24,99,9,·,101,-14,100,103
COc1ccc(S(=O)(=O)CCC(=O)NCCc2ccc(Cl)cc2)cc1,99,96,0,6,96,-9,·,99,11,98,101
N=c1nc(-c2ccccc2)ccn1O,102,111,0,8,103,7,-36,103,-10,104,105
O=C(Nc1ncc(Cc2cccc(Cl)c2)s1)c1cccs1,99,101,1,10,100,0,14,100,5,100,101
CCCc1cc(=O)[nH]c(SCC(=O)NCCC2=CCCCC2)n1,93,95,-1,12,94,6,-2,95,-19,93,95
O=C(NCc1ccc2c(c1)OCO2)C1CC(c2ccc(Cl)c(Cl)c2)=NO1 (configuration not stated),90,90,0,19,82,12,18,97,-6,89,92
Fc1ccc(Cn2cccc2C2=NC(c3ccccc3)CO2)cc1 (configuration not stated),95,90,-1,20,96,-2,-17,99,-5,99,95
Cc1ccccc1Nc1c([N+](=O)[O-])ccc2c1=NC1(CCCCC1)N=2,100,97,-1,28,94,12,·,102,-37,99,102
CC1CCN(S(=O)(=O)c2cccc(C(=O)N(Cc3ccccc3)c3ccccn3)c2)CC1,95,98,-2,6,91,15,10,104,-7,97,97
Cc1cccc(CC2S/C(=N/N=C/c3ccco3)N(c3ccccc3)C2=O)c1 (configuration not stated),100,102,0,3,97,0,-14,100,-12,98,100
CCCCCCC(=O)N(O)C1CC(=O)N(c2ccccc2)C1=O (configuration not stated),103,108,-8,15,100,34,·,100,-6,102,102
O=C(CCS(=O)(=O)c1cccc2nonc12)NCCc1ccccc1Cl,104,103,0,6,99,18,·,99,-10,102,102
Cc1nn2c(N3CCN(C4CCCC4)CC3)cc(C(C)(C)C)nc2c1-c1ccccc1,98,97,-2,13,95,-3,-24,98,-12,96,98
CN(C(=O)COc1ccc(Br)cc1Cl)C1CCCCC1,99,99,0,8,98,-7,-13,99,-10,97,96
Cc1cc2ncn(C(=O)N3CCCC3)c2cc1C,106,108,0,8,99,27,·,104,15,101,103
O=C(CSc1nnc(Cc2ccccc2)o1)NCc1ccco1,100,103,22,35,99,11,-7,97,-10,101,100
CC(C)(C)Cc1nnc(NS(=O)(=O)c2ccccc2)s1,93,99,-6,12,94,1,11,99,-15,96,97
